# Screens as filed in PubChem BioAssay.
# TSHR antagonist = Antagonists of the Thyroid Stimulating Hormone Receptor: HTS campaign. 330,000 tested, 0.2% active. TSHR-expressing cells, TSH-stimulated cAMP HTRF, 2 h; active compounds read low. activity change, negative = inhibition, % at 11.5 µM. Thyrotropin receptor (Homo sapiens), P16473;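 active = activity change below a set negative limit, meaning inhibition stronger than a set level, cut at about -70% in these data; inconclusive = activity change between two set negative limits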; note: % is set by controls: 0 for no effect and ±100 for the full control effect
#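 Inhibition of cAMP made by TSHR-expressing cells under TSH stimulation (4nM final, EC80; 2 h, 37 deg C) is quantified with a one-step lysis HTRF kit, anti-cAMP cryptate versus cAMP-d2.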
# GALK inhibitor = qHTS Assay for Inhibitors of Human Galactokinase (GALK); AID 1868, 2009; Purified GALK, Kinase-Glo residual ATP luminescence; 270,000 tested, 0.007% active; P51570; Potency, µM (top dose mostly 57.5 µM), without a hit: top-dose activity change, negative = inhibition, usual class: inhibitors; note: potency is the fitted concentration of half-maximal effect; % is set by controls: 0 for no effect and ±100 for the full control effect
# Target sequence (P51570 whole entry, looked up): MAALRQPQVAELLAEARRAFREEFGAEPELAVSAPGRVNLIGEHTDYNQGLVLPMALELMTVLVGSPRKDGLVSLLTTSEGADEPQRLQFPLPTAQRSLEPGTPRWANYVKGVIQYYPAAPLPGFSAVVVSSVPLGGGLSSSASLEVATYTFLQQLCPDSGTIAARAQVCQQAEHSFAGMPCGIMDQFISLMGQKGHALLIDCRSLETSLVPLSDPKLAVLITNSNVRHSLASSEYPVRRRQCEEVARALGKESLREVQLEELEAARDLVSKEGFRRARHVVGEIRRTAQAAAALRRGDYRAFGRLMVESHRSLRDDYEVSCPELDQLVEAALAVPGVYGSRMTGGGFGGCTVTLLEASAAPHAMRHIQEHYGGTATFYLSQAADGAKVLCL
#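 5 nM enzyme, 35 uM ATP, 100 uM galactose, 20 mM HEPES pH8.0, 5 mM MgCl2; 1 h RT; residual ATP by Kinase-Glo Plus luminescence, qHTS format.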
# Tb PFK inh = qHTS Assay to Find Inhibitors of T. brucei phosphofructokinase; ATP-dependent 6-phosphofructokinase (Trypanosoma brucei brucei), O15648; T. brucei PFK, ADP-Glo luminescence; Potency, µM (series often up to 57.5 µM), for the others: at the highest dose activity, negative = inhibition, most hits filed as inhibitors; 330,000 tested, 0.17% active;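 note: potency is the fitted concentration of half-maximal effect; 0% = uninhibited 1x PFK enzyme wells and -100% = no-enzyme wells; nearly all actives have a fitted effect of over 60% in size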
# Target sequence (O15648 whole entry, looked up): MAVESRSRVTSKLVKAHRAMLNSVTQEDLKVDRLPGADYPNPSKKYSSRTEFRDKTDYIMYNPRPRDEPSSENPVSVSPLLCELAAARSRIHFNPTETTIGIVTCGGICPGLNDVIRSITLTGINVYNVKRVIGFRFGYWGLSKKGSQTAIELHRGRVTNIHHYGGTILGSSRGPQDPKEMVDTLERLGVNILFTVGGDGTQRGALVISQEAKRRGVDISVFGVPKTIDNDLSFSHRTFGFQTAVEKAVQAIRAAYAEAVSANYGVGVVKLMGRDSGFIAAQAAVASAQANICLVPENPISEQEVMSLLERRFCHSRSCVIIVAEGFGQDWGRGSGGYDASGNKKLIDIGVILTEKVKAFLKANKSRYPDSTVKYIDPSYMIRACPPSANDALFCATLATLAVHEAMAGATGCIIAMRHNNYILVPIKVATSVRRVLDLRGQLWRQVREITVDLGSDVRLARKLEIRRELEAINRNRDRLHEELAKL
#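 Activity is normalized to no-enzyme wells (full inhibition) and 1.25 nM enzyme wells (no inhibition). Reaction: 0.5 mM F6P, 0.1 mM ATP, 45 min RT, ADP-Glo luminescence; concentration-response curves fitted and classed by quality.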
# CXXC DNA block = qHTS Fluorescence Polarization Assay for Inhibitors of MLL CXXC domain - DNA interaction | Potency, µM (highest dose often 115 µM), for the others: at the top dose activity change, negative = inhibition, usual class: inhibitors | MLL-CXXC / FITC-HOXA9 DNA fluorescence polarization | 290,000 tested, 0.037% active; active = well fitted inhibition curve with a large enough effect in the polarisation, with a control signal flat, not every such curve was filed as active; inconclusive = small, poorly fitted or top-dose-only effect, or effect the other way, or a change in a side signal; inactive = no such curve, though single readings can be large or run the other way; the % refers to the polarisation; note: potency is the fitted concentration of half-maximal effect
#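 Purified MLL-CXXC (added from a 7 uM solution) was preincubated 5 min at ambient with pinned compounds in 50 mM Tris-HCl pH 7.5, 50 mM NaCl, 1 mM DTT, 0.05% BSA. Fluorescein-labeled HOX-A9 DNA (50 nM solution) followed, 30 min, then polarization read.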
# FBPA coupling cs = qHTS Assay for Inhibitors of Fructose-1,6-bisphosphate Aldolase from Giardia Lamblia: Coupling assay counterscreen. coupling enzyme system counterscreen, AmpLite Red fluorescence. activity change, negative = inhibition, % at 58.2 µM, hits read low. 290,000 tested, 0.67% active; in the data active = activity change below about -30%; note: % is set by controls: 0 for no effect and ±100 for the full control effect
#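 First, compound is pin-transferred into glyceraldehyde-3-phosphate coupling-enzyme reagent at 57.5 uM final and held 10 min at RT. Next, substrate, coupling system and AmpLite Red are added. After 20 min RT, fluorescence (525/598 nm) is read.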
# KCNH2 WT inh = qHTS for Inhibitors of KCHN2 3.1: Wildtype qHTS; Voltage-gated inwardly rectifying potassium channel KCNH2 (Homo sapiens), Q12809; U2OS, BacMam KCNH2, thallium flux FluxOr; active compounds read low; activity change, % at 1.84 µM; 340,000 tested, 0.37% active; AID 720551, 2013;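 active = maximum activity change below -70%; inconclusive = maximum activity change between -70% and -50%; inactive = maximum activity change above -50%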; note: % is set by controls: 0 for no effect and ±100 for the full control effect
#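 U2OS cells transduced with wild-type KCNH2 virus are loaded with FluxOr dye for 45 min, and thallium flux is measured in kinetic reads before and after stimulation buffer. Rate constants are normalized to DMSO controls.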
# Chronic BCR inh = qHTS Assay to Find Inhibitors of Chronic Active B-Cell Receptor Signaling | Potency, µM (highest dose often 46.1 µM), inactives show top-dose ratio change, negative = lower green/red ratio, most hits filed as inhibitors | 340,000 tested, 0.05% active | ABC-DLBCL IkBa-CBG/CBR reporter, luminescence ratio, 4 h; active = well fitted inhibition curve with a large enough effect in the signal ratio, with a control signal flat, not every such curve was filed as active; inconclusive = small, poorly fitted or top-dose-only effect, or effect the other way, or a change in a side signal; the % refers to the signal ratio;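 note: potency is the fitted concentration of half-maximal effect; plate controls were basal doxycycline-induced cells for no effect and cells given 10 µM MG132 for full effect; MG132 reads +100%, hits lower the ratio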
#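 TMD8 ABC-DLBCL cells carrying doxycycline-inducible green luciferase fused to IkappaBalpha plus unfused red luciferase were exposed to compounds (up to 46 uM) for 4 hrs at 37C. Activity came from the overlap-corrected green/red luminescence ratio.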
# AT treatment = qHTS Assay for Identifying a Potential Treatment of Ataxia-Telangiectasia; […] A-T fibroblasts, KAP-1 phosphorylation AlphaLISA; neocarzinostatin DNA damage 30 min before lysis; Potency, µM (titrated, usually from 57.5 µM), for the others: at the top dose activation, usual class: activators; 320,000 tested, 0.19% active; AID 485349, 2010; note: potency is the fitted concentration of half-maximal effect; % of control where 0% means no effect; nearly all actives have a fitted effect of over 45% in size
#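 hTERT-immortalized A-T patient fibroblasts ([…]), 500 cells/well in OPTI-MEM, 1% FBS, got compounds for 60 min, then NCS for 30 min at 37C. Lysates were then assayed for phospho-KAP-1 by AlphaLISA (anti-pKAP1 donor, anti-KAP1 acceptor beads), 6 hr at 25C.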
# TCR activator = Activators of T cell receptors: qHTS campaign; primary human leukocytes, anti-CD3, IL-2 HTRF, 48 h; 330,000 tested, under 10 active; Potency, µM (top dose mostly 9.22 µM), for the others: at the top dose activation of IL-2 secretion, usual class: activators; note: % of control where 0% means no effect
#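 IL-2 produced over 48 hr by a-CD3 bead-stimulated primary human leukocytes exposed to compounds was detected with a homogeneous time-resolved FRET immunoassay, 665nm acceptor signal after 320nm excitation.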
# Giardia killer = Small Molecules that selectively kill Giardia lamblia: qHTS; Giardia lamblia trophozoite viability; AID 540267, 2011; 340,000 tested, 0.15% active; activity change, % at 7.66 µM, hits read low; in the data active = activity change below about -80%; inconclusive = between about -30% and that limit;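 note: parasites exposed to compound for two days anaerobically before the ATP read; % is set by controls: 0 for no effect and ±100 for the full control effect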
#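 Giardia trophozoites, 100 cells per well, were exposed to compounds for 48 hrs at 37 deg C under anaerobic conditions; viability was then read as ATP content by bioluminescence after 15-30 min at room temperature.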
# * marks the source's active call; other numbers are inactive results; i = inactive; ? = inconclusive; / = no result given; & = joins results of further samples; [ ] = dose if it differs, or a comment. Unless noted, calls come from the whole dose curve; as a rule, active = well fitted curve in the direction sought with a large enough effect; inconclusive = small, poorly fitted or top-dose-only effect, or another doubt; inactive = no such curve, though single readings can be large; an effect the other way counts as inactive or inconclusive.
structure | TSHR antagonist | GALK inhibitor | Tb PFK inh | CXXC DNA block | FBPA coupling cs | KCNH2 WT inh | Chronic BCR inh | AT treatment | TCR activator | Giardia killer
CC(=O)c1cccc(S(=O)(=O)N2CCC(C(=O)OC3CCOC3=O)CC2)c1 (stereo not drawn) | 2 | / | -20% | / | / | 5 | -4% | -4% | -4% | -12
Cc1cc(C)cc(N(CC(=O)N2CCN(c3ccccc3)CC2)S(=O)(=O)c2c(C)noc2C)c1 | 9 | 2% | -3% | -4% | 2 | 7 | 2% | 16% | 3% | 17
O=C(N/N=C/c1ccc2c(c1)OCO2)c1cc(-c2ccccc2)nc2ccccc12 | 23 | 2% | -1% | 11% | 0 | 7 | 1% | -1% | -1% | 14
CNC(=O)/C(=C\C=C\c1ccccc1)NC(=O)c1ccc([N+](=O)[O-])cc1 | -4 | 0% | -6% | -2% | 1 | -39 | ? | 1% | / | -7
Cc1ccc(NC(=O)CSCC(=O)Nc2ccc(N3CCOCC3)cc2N2CCOCC2)cc1 | -3 | / | 0% | / | / | 4 | -8% | -2% | -3% | -2
COc1ccc(OC)c(-n2c(C)cc(C=O)c2C)c1 | 1 | 1% | 1% | -3% | 0 | -14 | ? | -7% | -1% | 10
Cc1cc(C)n2nc(SC(C)C(=O)Nc3ccc(Cl)cn3)nc2n1 (stereo not drawn) | 3 | 11% | 2% | 11% | 0 | -14 | -1% | -1% | 6% | 4
CC(=O)N1CC(C)Sc2ccc(S(=O)(=O)NCCc3ccccc3)cc21 (stereo not drawn) | -7 | 0% | -3% | 19% | / | -3 | -1% | 10% | 4% | 31[activator]
O=C(CNC(=O)c1ccc([N+](=O)[O-])cc1)N/N=C\c1ccc(OC(=O)c2ccccc2)cc1 | 8 | -3% | 0% | 103%[activator] | -8 | 7 | ? | 4% | -5% | -7
COC(=O)/C(C(C)=O)=C(\C=C\N(C)C)N(C)C | -9 | 1% | 3% | 8% | 3 | 23 | ? | / | / | 19
CCOC(=O)C1CCN(C(=O)CCc2ccc(S(=O)(=O)NC(C)C)cc2)CC1 | -7 | 4% | 1% | 2% | 3 | 0 | 5% | 5% | 2% | -2
O=C(Cn1cnc2ccccc21)Nc1ccc2c(c1)OCCCO2 | ? | / | 0% | / | / | -8 | 0% | 17% | -1% | -2
Cc1ccc(-n2nc3c(=O)n(CC(=O)NCc4cccs4)nc(C)c3c2C)cc1 | -5 | 1% | -11% | 27% | 3 | -2 | -12% | -1% | -5% | -26
CC1(C)CC(=O)C=C(Nc2ccccc2N)C1 | 11 | 3% | 1% | -3% | 4 | 2 | -1% | 7% | -7% | -5
O=C1c2ccccc2C(=O)C1c1ccc(Cl)cc1 | 9 | -7% | 3% | -15%&-4% | / | 26 | 0% | 12% | 6% | 4
Cc1nc2ncnn2c(C)c1Cc1cccc(F)c1 | -9 | -2% | 6% | -4% | -2 | -14 | -5% | 6% | -12% | -2
Cc1cc(C)n(-c2nnc3n2N=C(c2ccccc2)CS3)n1 | 6 | 2% | -7% | 4% | 1 | -1 | ? | -6% | 2% | 3
Cc1ccc(S(=O)(=O)N(CC(=O)NCCSc2ccccn2)c2ccccc2F)cc1 | -17 | 8% | 2% | 11% | 0 | 11 | 11% | 0% | -2% | 8
CC(C)C(=O)N1CCN(c2ccccc2NC(=S)NC(=O)c2cccs2)CC1 | -12 | 5% | 1% | -19% | -1 | -3 | 9% | -1% | 8% | -7
S=C(NCc1ccco1)NCC(c1ccco1)N1CCCCC1 (stereo not drawn) | 18 | 1% | 1% | -2% | 1 | 18 | 5% | -6% | -87% | 28
CCN(C(=O)COC(=O)c1ccc(Br)o1)C1CCCCC1 | -8 | 1% | 2% | 8% | 1 | i | 1% | 3% | -5% | 5
COc1ccc2c(CC(=O)OCC(=O)Nc3ccc4c(c3)OCO4)coc2c1 | -1 | -3% | -2% | -3% | -1 | 0 | ? | 3% | / | -13
CCSc1nnc2n(-c3ccc(OC)cc3)c(=O)c3c4c(sc3n12)CCCC4 | 6 | 1% | -4% | -8% | 4 | 3 | ? | 3% | 3% | 10
CC1CCCCN1C(=O)c1cc2nc(-c3ccccc3)cc(-c3ccccc3)n2n1 (stereo not drawn) | -18 | 1% | -1% | 0% | -1 | 4 | 11% | 3% | -7%[46.1 µM] | 5
C/C=C(\C)CN1CCC(n2nccc2NC(=O)CCOc2ccccc2)CC1 | 47 | 7% | -16% | -3% | 3 | 7 | -4% | 3% | -2% | -1
COc1cccc(CNC(=O)CSC(=S)N2CCCC2)c1 | 8 | / | -5% | / | / | -5 | -21% | 0% | -10% | 5
CC(=O)c1cccc(NC(=O)/C(=C\c2cccnc2)NC(=O)c2ccco2)c1 | -9 | -1% | -1% | -10% | 0 | i | -2% | 5% | 5% | ?
Cc1ccccc1-n1c(SCC(=O)NCC2CCCO2)nnc1-c1ccncc1 (stereo not drawn) | -8 | / | -3% | / | / | -2 | 0% | 20% | 1%[46.1 µM] | -2
COc1cccc(COc2ccccc2C2Nc3ccc(Br)cc3C(=O)N2NC(=O)c2ccncc2)c1 (stereo not drawn) | 5 | -2% | 3% | 12% | -2 | -1 | -19% | 3% | 8% | 1
Cc1cc(=O)[nH]c(N)n1 | -1 | 2% | -2% | -2% | 1 | -13 | -2% | -12% | 0% | 13

# Two consecutive compounds from above, for reference:
structure | TSHR antagonist | GALK inhibitor | Tb PFK inh | CXXC DNA block | FBPA coupling cs | KCNH2 WT inh | Chronic BCR inh | AT treatment | TCR activator | Giardia killer
Cc1ccc(-n2nc3c(=O)n(CC(=O)NCc4cccs4)nc(C)c3c2C)cc1 | -5 | 1% | -11% | 27% | 3 | -2 | -12% | -1% | -5% | -26
CC1(C)CC(=O)C=C(Nc2ccccc2N)C1 | 11 | 3% | 1% | -3% | 4 | 2 | -1% | 7% | -7% | -5

# Going on with the list:
structure | TSHR antagonist | GALK inhibitor | Tb PFK inh | CXXC DNA block | FBPA coupling cs | KCNH2 WT inh | Chronic BCR inh | AT treatment | TCR activator | Giardia killer
COc1cccc(C2NC(=O)NC(C)=C2C(=O)Nc2ccc(C)cc2)c1 (stereo not drawn) | 38 | 4% | -15% | -6% | -4 | -13 | ? | 4% | -4% | -9
O=[N+]([O-])c1cccc(C2=NC(c3ccccc3)CO2)c1 (stereo not drawn) | 3 | / | -1% | 6% | 0 | 6 | -1% | -5% | 3% | -7
Cc1cccc(C)c1OCC(O)CN1CCC(CN2C(=O)c3cccc4cccc(c34)C2=O)CC1 (stereo not drawn) | 11 | -3% | 0% | ? | 3 | 6 | 2% | -3% | -24% | -10
CCCCn1c(SCC2CCCO2)nc2cc(S(N)(=O)=O)ccc21 (stereo not drawn) | -5 | -2% | 0% | 8% | 2 | -2 | -17% | 3% | -4% | -17
CCN(CC)S(=O)(=O)c1ccc(NN)nc1 | -8 | 13% | -3% | 1% | -6 | 0 | -1% | -8% | 8% | -6
Cc1ccccc1C(=O)Nc1cccc(C(=O)N/N=C/c2ccc3c(c2)OCO3)c1 | -8 | -2% | -6% | 10% | 1 | -5 | ? | -1% | -1% | 13
CN(C(=O)CSc1nc(N)c2c3c(sc2n1)CSC(C)(C)C3)c1ccccc1 | -15 | 0% | 11% | -2% | 3 | -2 | ? | 3% | -2%[46.1 µM] | 2
COC(=O)c1[nH]c2ccc(C)cc2c1NC(=O)Nc1ccccc1OC | -7 | -1% | 2% | -10% | 0 | -3 | -18% | 4% | 0% | 3

# 4 entries drawn at random from the list so far:
structure | TSHR antagonist | GALK inhibitor | Tb PFK inh | CXXC DNA block | FBPA coupling cs | KCNH2 WT inh | Chronic BCR inh | AT treatment | TCR activator | Giardia killer
Cc1cccc(C)c1OCC(O)CN1CCC(CN2C(=O)c3cccc4cccc(c34)C2=O)CC1 (stereo not drawn) | 11 | -3% | 0% | ? | 3 | 6 | 2% | -3% | -24% | -10
CN(C(=O)CSc1nc(N)c2c3c(sc2n1)CSC(C)(C)C3)c1ccccc1 | -15 | 0% | 11% | -2% | 3 | -2 | ? | 3% | -2%[46.1 µM] | 2
O=[N+]([O-])c1cccc(C2=NC(c3ccccc3)CO2)c1 (stereo not drawn) | 3 | / | -1% | 6% | 0 | 6 | -1% | -5% | 3% | -7
COc1cccc(C2NC(=O)NC(C)=C2C(=O)Nc2ccc(C)cc2)c1 (stereo not drawn) | 38 | 4% | -15% | -6% | -4 | -13 | ? | 4% | -4% | -9
